MLLE-PAM2 inh – inhibitors of microRNA-mediated deadenylation, human PABP1 MLLE binding. P11940. GST-MLLE / FITC-PAM2 fluorescence polarization. inhibition, % at 20 µM. hit rate 0.36% among 360,000; in the data active means inhibition above about 35%, passing the limit was not always enough;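 further: plate controls were DMSO wells with GST-MLLE for no effect and wells lacking GST-MLLE protein for full effect; some results filed as inactive read as strong as hits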
TbMetRS inhib – blocks T. brucei methionyl-tRNA synthetase activity; purified T. brucei MetRS, ATP depletion, Kinase-Glo luminescence; inhibition, % at 11.9 µM; hit rate 0.4% among 360,000; AID 624268;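 active means inhibition above a per-plate cutoff of the control wells' mean inhibition plus 3 SD, cut at about 5.5% in these data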;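 further: 0% = DMSO wells median and 100% = median of wells with control inhibitor compound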
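Material: parasite MetRS enzyme / Replication: singlicate, one well per compound / Signal: luminescence of leftover ATP / Schedule: 2 h aminoacylation at 25 °C after 15 min preincubation / Medium: HEPES-MgCl2-KCl buffer plus DTT, spermine, BSA, pyrophosphatase / Doses: 11.9 µM single point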
MsrA inh – bovine MsrA inhibition; purified bovine MsrA, absorbance read-out; inhibition, % at 15.5 µM; hit rate 0.75% among 360,000; AID 651718; in the data active means inhibition above about 4.5%;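 further: 0% = vehicle wells with enzyme and 100% = reference inhibitor wells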
FAS-TE inh – inhibitors of human fatty acid synthase thioesterase domain; P49327; inhibition, % at 15 µM; hit rate 0.67% among 360,000; recombinant FAS-TE, OMFH fluorogenic substrate, fluorescence endpoint; AID 602261;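 active means compounds whose normalised, plate-corrected inhibition of enzyme fluorescence in the single-dose primary screen is 50% or more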;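 further: 0% = DMSO with enzyme and 100% = substrate without enzyme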
SKN-1 inh – blocks SKN-1 activity in C. elegans. C. elegans VP596 Pgst-4::GFP/RFP ratio, acrylamide-induced, 24 h. inhibition, % at 21.8 µM. hit rate 0.49% among 360,000;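 active means interference check ratio from 0.5 to 1.5 plus GFP to RFP signal ratio inhibition reaching or exceeding a fixed threshold, cut at about 30% in these data, passing the limit was not always enough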; further: some compounds called inactive have numbers as strong as hits
MsrA act – bovine methionine sulfoxide reductase A activation; AID 602163; hit rate 0.3% among 360,000; activation, % at 10.6 µM; purified bovine MsrA, absorbance read-out; in the data active means activation above about 7.5%;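 further: 0% = vehicle and 100% = reference activator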
eLon inh – E. coli protease La inhibition. P0A9M0. purified E. coli Lon protease, fluorescence polarization. inhibition, % at 7.94 µM. hit rate 0.42% among 360,000. AID 602123; in the data active means inhibition above about 13%, passing the limit was not always enough;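 further: 0% = enzyme with probe and DMSO and 100% = no enzyme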
Target sequence (P0A9M0 whole entry, looked up): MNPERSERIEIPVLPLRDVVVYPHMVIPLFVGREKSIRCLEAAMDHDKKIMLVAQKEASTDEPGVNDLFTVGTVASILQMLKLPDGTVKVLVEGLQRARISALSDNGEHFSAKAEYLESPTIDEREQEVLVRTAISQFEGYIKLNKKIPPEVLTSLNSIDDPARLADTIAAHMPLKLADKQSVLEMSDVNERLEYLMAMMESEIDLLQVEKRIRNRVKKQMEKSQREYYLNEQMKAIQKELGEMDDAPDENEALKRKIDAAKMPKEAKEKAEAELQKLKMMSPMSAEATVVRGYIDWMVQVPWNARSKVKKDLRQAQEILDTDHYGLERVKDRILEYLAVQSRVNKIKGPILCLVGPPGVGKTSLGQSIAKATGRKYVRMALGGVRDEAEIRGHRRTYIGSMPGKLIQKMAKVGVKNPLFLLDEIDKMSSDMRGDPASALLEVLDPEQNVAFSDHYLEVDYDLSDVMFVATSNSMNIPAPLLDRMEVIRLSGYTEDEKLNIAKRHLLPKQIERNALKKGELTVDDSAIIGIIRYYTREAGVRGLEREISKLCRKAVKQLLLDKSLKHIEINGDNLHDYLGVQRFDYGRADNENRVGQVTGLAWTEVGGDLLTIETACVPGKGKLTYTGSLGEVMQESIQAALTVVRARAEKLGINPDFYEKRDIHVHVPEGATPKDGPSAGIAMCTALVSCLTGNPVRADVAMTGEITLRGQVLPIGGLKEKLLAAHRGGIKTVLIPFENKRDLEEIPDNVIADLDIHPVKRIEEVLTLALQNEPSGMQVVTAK
MT1-MMP act inh – MT1-MMP (human) activation inhibition | HT1080 RFP-PRO-GFP cells, GFP/RFP ratio fluorescence, overnight; percent of plate control window, DMSO zero | GFP/RFP ratio change, % at 20 µM | hit rate 0.061% among 360,000 | AID 651647;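 active means GFP/RFP ratio change of at least 30% with cell ATP level not reduced by more than half and red fluorescence within 50% of control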; further: strong numbers were not always called active
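Assay system: HT1080 RFP-PRO-GFP cells | Dosing: 20 µM single dose, 1% DMSO | Incubation: Cells overnight before dosing, compound overnight, 37 °C, 5% CO2 | Evaluation: GFP/RFP fluorescence ratio | Control set: DMSO-only wells and HT1080 RFP-L50D-GFP cell wells as references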
NRP1-CendR mod – alters CendR peptide binding to human NRP-1 | O14786 | FAM-RPARPAR peptide binding to NRP-1, fluorescence polarization | inhibition, % at 25 µM | hit rate 0.85% among 360,000;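 active means inhibition or corrected inhibition above about 18%, plus a signal ratio from 0.5 to 1.5, limit read from the data, passing the limit was not always enough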; further: strong numbers were not always called active
* marks the source's active call; other numbers are inactive results; nt = not tested or not shown.

SMILES	MLLE-PAM2 inh	TbMetRS inhib	MsrA inh	FAS-TE inh	SKN-1 inh	MsrA act	eLon inh	MT1-MMP act inh	NRP1-CendR mod
CC(=O)[C@H]1[C@H]([C@H](O)[C@H](O)CO)O[C@](O)(C(=O)O)C[C@@H]1O	15	-0.9	0.4	-3	-15	-3	-13	1	9
N#Cc1ccc(-c2csc(NC(=O)c3cc(-c4cccs4)nc4ccccc34)n2)cc1	-9	-0.8	-0.2	6	17	-5	-2	7	-1
O=C(N/N=C/c1cccc(OCC(=O)N2CCCC2)c1)C(=O)Nc1ccccc1F	-17	-0.8	1.6	-4	6	-2	-6	2	-1
CC(C)CCNC(=O)C1CCN(C(=O)N(C)C)CC1	13	-0.2	-1.3	-9	11	-1	-1	-6	-1
O=C(C1CC(=O)N(c2ccccc2)C1)N1CCN(c2ccccc2)CC1 (stereo not given)	-11	-0.3	-0.6	-4	-15	-6	-4	-4	7
O=C(N/N=C/c1ccccn1)c1cccc(NC(=O)c2ccc(Cl)cc2)c1	-4	0.5	-0.3	4	19	-3	7	6	5
COc1ccc(-c2cc(CN3C(=O)c4ccccc4C3=O)on2)cc1	-1	-0.7	0.0	7	-11	-1	-4	9	15
O=C1C(=O)c2ccc(-c3ccccc3)cc2-c2ccccc21	3	-1.5	0.2	29	-16	-9	6	-37	4
Fc1cccc(Cl)c1CSc1nnc(CNc2ccccc2)o1	-8	-0.3	0.7	24	0	-2	-5	1	-14
CC1C(=O)N(Cc2cn(CC3CCCCC3)nn2)CCS(=O)(=O)N1Cc1ccc(-c2ccc(Cl)cc2)cc1 (stereo not given)	3	0.4	nt	28	1	-10	-2	40*	-6
Cn1c2ccccc2c2cc(/C=N/NC(=O)c3cc(O)cc(O)c3)ccc21	8	0.0	3.1	8	15	-5	6	-3	-19
O=C(CN1CCCCC1)N/N=C/c1cccc(Cl)c1	-2	0.1	-0.7	-3	11	2	-2	1	1
CCOC(=O)c1sc(C)c2c1NC(C)(c1cccs1)NC2=O (stereo not given)	-6	-0.5	-0.6	-1	11	-7	0	2	-3
CCOCc1c(C(=O)N2CCN(CCOc3ccc(Cl)cc3)CC2)oc2ccccc12	-1	0.0	-1.3	18	2	-3	-5	-6	-11
COc1ccc(C2N3CC4(C)CN2CC(C)(C3)C4=O)cc1OC (stereo not given)	-6	-0.8	-0.1	0	-1	1	7	15	-10
COc1ccc(CCNC(=O)C2CCN(C(=O)NC3CCCCC3)CC2)cc1	3	0.0	0.8	-4	-12	-2	6	-1	10
COc1cccc(NC(=O)[C@H](C)NC(=O)C2CCN(S(=O)(=O)c3ccc(C)cc3)CC2)c1	-4	0.8	0.8	0	3	6	3	-3	-2
CN(C)c1ccc(C2=NOC(CN3C(=O)c4ccccc4S3(=O)=O)C2)cc1 (stereo not given)	-6	2.8	1.6	15	1	-2	3	-1	3
Cc1ccc(S(=O)(=O)N2CCCC(C(=O)NCC(C)C)C2)cc1 (stereo not given)	-2	-0.6	-0.1	-1	13	-3	2	3	-16
CCN1CCCC1CNC(=O)C(=O)NC (stereo not given)	-1	0.1	1.1	-1	7	-3	-5	0	-6

Whole records as entered above. Screens in order: MLLE-PAM2 inh | TbMetRS inhib | MsrA inh | FAS-TE inh | SKN-1 inh | MsrA act | eLon inh | MT1-MMP act inh | NRP1-CendR mod
Results for `CCN1CCCC1CNC(=O)C(=O)NC` (stereo not given) = -1 | 0.1 | 1.1 | -1 | 7 | -3 | -5 | 0 | -6
Results for `COc1cccc(NC(=O)[C@H](C)NC(=O)C2CCN(S(=O)(=O)c3ccc(C)cc3)CC2)c1` = -4 | 0.8 | 0.8 | 0 | 3 | 6 | 3 | -3 | -2
Results for `CCOCc1c(C(=O)N2CCN(CCOc3ccc(Cl)cc3)CC2)oc2ccccc12` = -1 | 0.0 | -1.3 | 18 | 2 | -3 | -5 | -6 | -11
Results for `O=C(CN1CCCCC1)N/N=C/c1cccc(Cl)c1` = -2 | 0.1 | -0.7 | -3 | 11 | 2 | -2 | 1 | 1

The results go on:
SMILES	MLLE-PAM2 inh	TbMetRS inhib	MsrA inh	FAS-TE inh	SKN-1 inh	MsrA act	eLon inh	MT1-MMP act inh	NRP1-CendR mod
COCCCNC(=S)N/N=C/c1ccccc1O	36	2.1	2.9	-1	3	-3	-4	6	-1
C/C(=N\N=C(N)N)c1cccc([N+](=O)[O-])c1	-11	-1.5	-0.5	-7	-13	-10	-2	2	1
CCS(=O)(=O)Nc1ccc(-c2cc(-c3ccccc3)c3cc(C)ccc3n2)cc1	-4	-0.9	0.3	34	-2	-9	-10	5	-12
CCN(CC)CCOCCOc1ccccc1F	-1	-0.4	0.8	-9	7	0	-6	3	-6
Cc1ccc2c(COC(=O)CNS(=O)(=O)c3ccccc3)cc(=O)oc2c1	-9	0.2	0.8	-2	-11	-4	3	-1	-5
Cc1ccc(C(=O)NCC(=O)O)s1	-5	-0.9	0.0	-5	7	-4	-1	2	-1
Cc1cc(C)cc(NC(=S)NC2CC3CCC(C2)N3Cc2ccco2)c1 (stereo not given)	0	-0.2	-0.5	-7	7	-1	-11	11	12
COc1ccccc1C1CC(=O)NC(C)=C1C(=O)OCC(C)C (stereo not given)	7	-0.3	0.1	-2	0	-2	13	-1	-15
c1ccc(-c2ccc(-c3nc(-c4cccnc4)no3)cc2)cc1	-2	-1.0	-0.9	22	43*	-1	-7	-7	-1
COc1ccc(NC(=S)N(CCCN2CCCC2)Cc2cccs2)cc1	-37	-0.3	0.1	-12	-2	-1	-3	-2	15
COc1ccccc1[C@@]1(C)ON(c2ccccc2C(F)(F)F)C1=O	1	-0.3	-0.4	24	-14	-7	4	5	9
CCOc1ccc(C2CC=C(C(C)=O)CN2S(=O)(=O)c2ccc(C)cc2)cc1 (stereo not given)	-4	-1.1	0.7	19	4	-8	-12	2	-2
CC(=O)c1cccc(NC(=O)N2CCC(c3nnc(SCC(N)=O)n3C)CC2)c1	11	-0.5	-1.1	-6	2	-2	0	5	-4
O=C(Nc1ccccc1N1CCOCC1)C1=COCCO1	-5	-0.4	3.2	-10	21	1	-1	3	0
CCOP(=O)(c1ccccc1)C(O)c1ccc(F)cc1 (stereo not given)	2	-0.3	0.0	-11	-5	0	-13	6	-10
CC(C)(C)OC(=O)N1CCC(c2c(C(=O)N3CCN(C4CCCCC4)CC3)cnn2-c2ccccc2)CC1	11	-0.4	0.9	0	0	-1	2	-1	2
COc1ccc(NC(=O)Cn2nnc(-c3ccccc3NS(=O)(=O)c3ccc(OC)cc3)n2)cc1	-2	-0.3	0.3	-5	4	-2	1	-10	-8
O=C(NCc1ccc(Cl)cc1)c1cc2ccccn2n1	0	0.6	1.9	5	-1	-1	1	12	-4
CCCc1nc(N2CCCC2)c(C#N)c2c1CCCC2	-5	-0.8	0.8	18	-18	-1	-8	3	-4
Nc1c(C(=O)CSc2nnc(COc3ccc(Cl)cc3)o2)c(=O)[nH]c(=O)n1C1CC1	-22	-0.1	-0.6	3	-4	-3	5	2	-4
COc1cccc(NC(=O)NCC2CCN(Cc3ccc(F)cc3)CC2)c1	-1	-1.0	-0.4	-2	2	-3	7	-1	0
CC(=O)N(Cc1ccccc1)c1ccc(C(=O)O)cc1	9	-0.4	2.0	-5	-3	-6	-4	4	0
COc1ccc(CC(=O)NCc2n[nH]c(=S)n2-c2ccc(F)cc2)cc1	-14	-0.8	0.0	-9	-10	-6	-4	-2	1
CSc1cccc(NC(=O)COc2ccccc2C)c1	6	0.1	-0.1	13	9	0	-1	0	-8
CC(C)CC(NC(=O)COc1ccccc1)C(=O)O (stereo not given)	-8	0.5	-0.6	-8	5	4	34	0	-1
CCOc1ccccc1N=c1oc2cc(O)ccc2cc1C(=O)NCC1CCCO1 (stereo not given)	-12	-1.0	1.2	-5	15	-6	-22	1	-17
CN1Cc2c(N3CCOCC3)nc(SCc3ccccc3)c(C#N)c2CC1(C)C	40*	-1.2	-0.8	-8	11	-10	45*	-3	20
O=c1[nH]c(-c2ccccn2)nc(C(F)(F)F)c1Br	2	-0.2	1.9	-2	-3	-5	3	3	-5
Cc1nn(C)c(C)c1NC(=O)CC12CC3CC(CC(C3)C1)C2	2	-0.7	1.5	-9	5	3	5	4	3
COc1ccc(C)cc1S(=O)(=O)N1CCN(C(=O)c2ncoc2-c2cccc(F)c2)CC1	-10	-1.1	-0.8	2	-6	-7	6	-2	2
O=C(N/N=C/c1ccco1)c1ccc(Br)o1	-18	-0.5	2.6	-9	9	-4	-6	1	8
COc1ccc(NS(=O)(=O)c2cc(NC(=O)c3ccco3)ccc2N2CCCCC2)cc1	-18	-1.1	0.5	42	8	-11	-4	-3	-6
Cc1ccc(C2=NN(C(=O)CSc3nc4ncc(Cl)cc4[nH]3)C(c3ccco3)C2)cc1 (stereo not given)	-38	-0.3	-0.8	0	-5	-7	6	0	-4
CCSc1nnc(NC(=O)CSc2nnc(CNC(=O)c3ccccc3F)o2)s1	-6	-0.2	-1.1	-6	6	-1	-2	3	8
CCOC(=O)c1sc(=S)n(Cc2ccccc2)c1N	18	-1.1	1.6	22	14	-1	5	8	8
COC(=O)c1ccc(C)c(NS(=O)(=O)c2ccc(C)c([N+](=O)[O-])c2)c1	-12	-0.4	0.1	2	4	-8	-6	0	4
Cc1cc(NC(=O)CSc2nc3ccccc3c(=O)n2Cc2ccccc2)no1	-17	0.6	-0.1	0	13	-4	3	3	8
OCCCC1CCCN(Cc2cn[nH]c2-c2ccc(F)cc2F)C1 (stereo not given)	-1	-1.3	1.3	-7	4	-5	2	-4	-4
CN(C)S(=O)(=O)c1ccc(NC(=O)CN2CCCCCC2)cc1	-10	0.7	1.1	0	8	-1	-3	0	8
CC(NC(=S)NCCc1ccccc1)C(c1cccs1)N1CCN(C)CC1 (stereo not given)	-55	0.0	-0.5	-4	2	-2	-7	-4	-5

Some entries already given, showing only eLon inh and FAS-TE inh.
| molecule | eLon inh | FAS-TE inh |
| --- | --- | --- |
| CN(C)S(=O)(=O)c1ccc(NC(=O)CN2CCCCCC2)cc1 | -3 | 0 |
| CC(NC(=S)NCCc1ccccc1)C(c1cccs1)N1CCN(C)CC1 (stereo not given) | -7 | -4 |

(more compounds)
SMILES	MLLE-PAM2 inh	TbMetRS inhib	MsrA inh	FAS-TE inh	SKN-1 inh	MsrA act	eLon inh	MT1-MMP act inh	NRP1-CendR mod
CCOC(=O)C1=CCN(S(=O)(=O)c2ccccc2F)C1c1ccc(C)cc1 (stereo not given)	-12	-0.7	-0.3	16	9	-4	10	0	20
CC(=O)n1cc(N(C(=O)CCl)c2ccc(C)cc2)c2ccccc21	-7	0.5	1.8	24	7	-3	7	-9	-4
COc1ccc(OC)c(CCNC(=O)Cn2nc(C)c3c(C)n(-c4ccc(C)cc4)nc3c2=O)c1	-10	-0.1	1.4	1	6	-4	6	3	20
O=C1CCCC(O)=C1C1C2=C(CCCC2=O)Oc2ccccc21 (stereo not given)	12	0.0	0.4	-22	9	-1	9	1	-5
Cc1cc(OCC(=O)NCCN2CCOCC2)c2c(C)c(C)c(=O)oc2c1	-19	0.0	2.5	-4	2	-3	5	-2	14
CCC(Sc1nc(C)cc(=O)[nH]1)C(=O)Nc1nnc(C)s1 (stereo not given)	31	-1.2	-1.2	-6	-2	0	-2	3	-3
COCCn1nnnc1CN1C2CCCC1CC(NC(C)=O)C2 (stereo not given)	-4	-0.6	-1.2	-3	-8	-2	0	-3	2
CSCC[C@H](NC(=O)c1ccco1)c1nnc2ccccn12	13	0.1	-0.7	-7	-4	-1	8	-1	12
Cc1ccc2c(=O)cc(C(=O)NC3CCS(=O)(=O)C3)oc2c1 (stereo not given)	0	-0.4	0.4	-5	4	-3	1	-1	-5
